# High-throughput results from PubChem BioAssay.
# TAG inh = triacylglycerol accumulation inhibition; inhibition, % at 12.5 µM; H9c2 cells, Nile Red lipid (TAG) fluorescence; cells loaded with 200 µM oleic acid; 230,000 tested, 0.66% active;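 active = pattern-corrected inhibition of lipid staining of at least 50% with the nuclear-stain viability signal not falling by more than 50%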;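 also: 0% = DMSO wells and 100% = triacsin C control wells; some results filed as inactive read as strong as hits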
# TAG inh DAPI viability = further read-out of TAG inh, marked with its call; DAPI nuclei signal change (viability), lower = more cytotoxic, %;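 whole-well DAPI fluorescence read on a plate reader as a viability signal; minus 50 percent equals half of cells still viable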
# The depositor's hits bear a star. These rows are one share of the data (hit frequency here may not be typical).
# Sequence of screens: TAG inh DAPI viability	TAG inh
- CC(C)Cn1c(C(C)C)nc([N+](=O)[O-])c1S(=O)(=O)c1ccc(F)cc1
    9	-92
- CCN(CC)CCNC(=O)c1c(O)c2cccc3c2n(c1=O)CCC3
    14	0
- COCCCn1c(SCCc2ccccc2)nc2cc(OC)c(OC)cc2c1=N
    3	15
- CSc1nc(C)cc(SCC(=O)Nc2ccc(Cl)cc2Cl)n1
    -5	-20
- Cc1cnc(NC(=O)C2(C)CCN2C(=O)C(C)C)s1 (stereo not given)
    -8	5
- COC(=O)c1cc2occc2n1Cc1nc(-c2ccc(Cl)cc2)oc1C
    -9	-5
- CCSc1nnc(NC(=O)CC)s1
    0	5
- CC(C)C[C@H]1CN=C(Nc2ccccc2)N1CC1CCCCCC1
    13	0
- Cc1ccc(CNC(=O)C2CC3Cn4c(nc5cc(C)c(C)cc54)C3N2C)o1 (stereo not given)
    1	-30
- O=C(COc1ncnc2c(Cl)cc(Cl)cc12)NC1CCCCCC1
    -7	3
- Cc1ccc(N(C(C)C(=O)N2CCCC2)S(C)(=O)=O)cc1 (stereo not given)
    -9	1
- O=C(CSC1=NS(=O)(=O)c2cc(F)ccc2N1)Nc1ccccc1
    1	7
- CCOc1ccc(NC(=O)[C@@H](NC(=O)c2ccccc2Br)C(C)C)cc1
    -4	23
- CC(=C/c1ccccc1)/C=N/NC(=O)c1cnccn1
    -13	27
- COc1ccccc1C1CCN(C(=O)c2ccco2)CC1
    -10	4
- NC(=O)C1CCN(C(c2ccccc2Cl)c2nnnn2Cc2ccc3c(c2)OCO3)CC1 (stereo not given)
    -17	-16
- O=C(CSc1nnc(-c2ccco2)n1-c1ccccc1)NCc1ccco1
    -2	7
- CCOc1ccc(NC(=O)CN(C)C(=O)Cc2c[nH]c3ccccc23)cc1OCC
    -3	17
- Cc1cccnc1NC(=O)Cn1nc([N+](=O)[O-])cc1C
    -6	-6
- COc1cccc(C(=O)NCCS(=O)(=O)NC(C)CCc2ccccc2)c1 (stereo not given)
    -2	-14
- COC(=O)c1ccc(NC(=O)c2ccc3nc(C)sc3c2)cc1
    6	-12
- CCOC(=O)NC(=O)c1cn(Nc2ccccc2C(F)(F)F)c(=O)[nH]c1=O
    -4	-10
- CCC/C(C#Cc1cc(OC)cc(OC)c1)=C1/c2ccccc2C(=O)N1c1ccccc1
    53	-8
- O=C(NCCN1CCOCC1)c1ccc2c(c1)N(Cc1ccc(Cl)cc1)CCS2
    22	-4
- Cc1ccccc1CNC(=O)CC1C(=O)NCCN1CC1CCCCC1 (stereo not given)
    0	1
- Cc1nc(S/C(=C/c2ccc(OCc3ccc(C(=O)O)cc3)cc2)C(=O)O)n[nH]1
    -2	-1
- O=C(CC1C(=O)OCC2CCCCN21)Nc1ccccc1C(F)(F)F (stereo not given)
    21	-13
- CCCn1nc(C(=O)OCC(=O)NC(C)c2ccccc2)c2ccccc2c1=O (stereo not given)
    0	-2
- COC(=O)c1ccc(NC(=O)c2ccccc2N(C)S(C)(=O)=O)cc1
    13	-15
- CCC(CC)NC(=O)CSc1ccc(S(=O)(=O)N2CCCCC2)cn1
    -1	-12

# Continued; it opens with the 6 that closed the last part.
# Sequence of screens: TAG inh DAPI viability	TAG inh
- Cc1ccccc1CNC(=O)CC1C(=O)NCCN1CC1CCCCC1 (stereo not given)
    0	1
- Cc1nc(S/C(=C/c2ccc(OCc3ccc(C(=O)O)cc3)cc2)C(=O)O)n[nH]1
    -2	-1
- O=C(CC1C(=O)OCC2CCCCN21)Nc1ccccc1C(F)(F)F (stereo not given)
    21	-13
- CCCn1nc(C(=O)OCC(=O)NC(C)c2ccccc2)c2ccccc2c1=O (stereo not given)
    0	-2
- COC(=O)c1ccc(NC(=O)c2ccccc2N(C)S(C)(=O)=O)cc1
    13	-15
- CCC(CC)NC(=O)CSc1ccc(S(=O)(=O)N2CCCCC2)cn1
    -1	-12
- COc1cc(C(=O)Nc2nnc(-c3sccc3C)s2)cc(OC)c1OC
    -4	4
- Cn1c(SCC(=O)N/N=C/c2cc([N+](=O)[O-])ccc2O)nnc1-c1ccccc1
    -14	3
- O=C(COC(=O)c1ccccc1C(=O)N1CCN(c2ccc(F)cc2)CC1)NCc1ccccc1
    17	-10
- COc1cccc(NC(=O)CN(C)C(=O)c2ccc(NC3CC3)c([N+](=O)[O-])c2)c1
    0	8
- CCCOc1ccc(CNC(=O)Cn2ncc3ccccc32)cc1
    -3	11
- CCC(Sc1nc(C)cc(C)n1)C(=O)Nc1ccc(S(N)(=O)=O)cc1 (stereo not given)
    -2	5
- CCCCN1CC[C@H]2C=CC[C@@H](C(=O)Nc3ccccc3)[C@H]2C1=O
    -4	-7
- Cc1cc(C(F)(F)F)nn1CC(=O)N1CCCC1
    7	-7
- O=C(NNC(=O)c1cc2cc3ccccc3nc2s1)c1ccc(F)cc1
    -8	9
- C=CCNc1oc(-c2ccco2)nc1S(=O)(=O)c1ccccc1
    -14	10
- NC(=O)[C@@H]1CCCNc2c(F)cc([N+](=O)[O-])cc2C(=O)N[C@@H](CO)C(=O)N[C@@H](Cc2ccc(O)cc2)C(=O)N1
    4	29
- c1ccc2cc(Cn3ccnc3)ccc2c1
    8	-1
- C/C(=N/NS(=O)(=O)c1ccc(Cl)cc1)c1cccc(NC(=O)c2ccncc2)c1
    -4	-6
- CCOc1ccc(C(=O)OCC(=O)Nc2ccc3c(c2)OCCO3)cc1OC
    9	6
- COC(=O)c1ccccc1NC(=O)Cn1ccnc1
    -2	6
- Cc1cccc(C)c1NC(=O)CCS(=O)(=O)c1cccc2nsnc12
    3	8
- CCn1cc(C(=O)N2CCN(c3ccc([N+](=O)[O-])cc3)CC2)c(=O)c2ccc(C)nc21
    3	2
- CCS(=O)(=O)Nc1cccc(C(=O)CC2(O)C(=O)Nc3ccccc32)c1 (stereo not given)
    13	-17
- CCOc1ccc2nc(N3CCCC(C(=O)N4CCN(CC)CC4)C3)sc2c1 (stereo not given)
    -5	-12
- COc1cc(-c2cc(NC=O)c3ncc(-c4cccc(C(=O)N(C)C)c4)n3c2)cc(OC)c1OC
    -26*	58*
- COCCCNC(=O)Cn1cnc2sc(C)c(S(=O)(=O)N3CCN(c4ncccn4)CC3)c2c1=O
    -9	5
- CN(Cc1ccccc1)C(=O)COC(=O)C1CCN(S(=O)(=O)c2ccc3c(c2)OCCO3)CC1
    5	-12
- CC(=O)c1cccc(NC(=S)NC(=O)Cc2ccccc2)c1
    6	9
- O=C(CN1C(=O)CSC1=O)Nc1ccc(F)c(F)c1F
    1	-12
- CSc1ccc(C2c3[nH]c4ccccc4c3CCN2C(=O)c2ccnn2C)cc1 (stereo not given)
    -4	8
- Cc1ccn2c(C(=O)NN=C3CCCCCCC3)c(C)nc2c1
    3	-1
- Cc1ccc(NC(=O)CCN2C(=O)NC3(CCCC3)C2=O)cc1
    -4	1
- COc1ccccc1CC(=O)Nc1cccc(C(=O)Nc2nccs2)c1
    6	-17
- CCN(CC)S(=O)(=O)c1ccc(N(C)C)c(NC(=O)C2CCCC2)c1
    7	-10
- CCOC(=O)C1=C(COC(=O)c2cccc(NC(C)=O)c2)NC(=O)NC1C (stereo not given)
    6	3
- CCc1ccc(/C=C2\SC(=S)N(CCCC(=O)N3CCN(C)CC3)C2=O)cc1
    9	-5
- Cc1nnsc1-c1nnc(SCC(=O)c2ccc(F)cc2)n1C1CC1
    3	-9
- COc1cc(-c2nc3c4ccccc4nc(=S)n3[nH]2)cc(OC)c1OC
    4	5
- COc1ccc(CN(C)C[C@@H]2OCc3cnnn3CCCC(=O)N([C@H](C)CO)C[C@H]2C)cc1
    0	-9
- CCN(CC)C(=O)Cn1cc(C(=O)C(=O)Nc2ccc3c(c2)OCO3)c2ccccc21
    3	9
- O=C(O)C1(P(=O)(c2ccc(Cl)cc2)c2ccc(Cl)cc2)CC1
    9	-14
- Cc1ccc(OCCCC(=O)ON=C(N)c2ccccc2C)cc1
    -5	-2
- CCCN1C(=O)C2C(C(=O)Nc3cccc(OC)c3)C3C=CC2(O3)C1C(=O)NC1CCCCC1 (stereo not given)
    19	-19
- O=C(c1cccs1)N1CCN(S(=O)(=O)N2CCCCC2)CC1
    0	6
- O=S(=O)(c1ccc2c(c1)N(Cc1ccc(Cl)cc1)C1CCCN21)N1CCOCC1 (stereo not given)
    5	16
- O=S(=O)(NCCSc1ccc(Cl)cc1)c1ccc2c(c1)OCCO2
    9	-25
- COC(=O)c1csc(S(=O)(=O)N2CCOCC2)c1OC
    -1	23
- C=C(C)Cn1c(SCC(=O)N/N=C/c2ccccc2OCC(=O)O)nnc1-c1ccc(Br)cc1
    -3	7
- Cc1cnc(C(=O)OCC(=O)c2c(N)n(CC(C)C)c(=O)n(C)c2=O)cn1
    -1	-15
- Cc1ccn2c(NC(C)(C)C)c(-c3cccs3)nc2c1
    59	5
- CCOCCCNC(=O)c1cc(C)nn1-c1ccccc1
    -6	-8
- CC(C)CN1CCC(=O)N(CCOc2ccccc2)CC1
    -3	-1
- CCN(C(=O)COC(=O)CNC(=O)c1sc2ccccc2c1Cl)C1CCCCC1
    -1	-12
- CCCc1cc(=O)[nH]c(SCC(=O)c2cc(C)n(CCC)c2C)n1
    -2	12
- CC1=CC(C)C(COC(=O)CN2CCCCC2)C(C)C1 (stereo not given)
    9	4
- Cc1nnc(SC(C)C(=O)NCC2CCCO2)s1 (stereo not given)
    7	0
- COc1cccc(CNc2ncn[nH]2)c1OCc1ccc(F)cc1
    3	-11
- O=C1C(C=NCc2ccco2)=C(O)c2ccccc21
    -2	0
- Cc1csc(NC(=O)c2cn3ccccc3n2)n1
    3	7
- C=CCOc1ccc(CNc2ccc3[nH]c(=O)[nH]c3c2)cc1
    2	5
- O=C(COC(=O)Cc1c[nH]c2ccccc12)NC1CCS(=O)(=O)C1 (stereo not given)
    -2	-10
- O=[N+]([O-])c1cn(-c2nc(-c3ccco3)cc(C(F)(F)F)n2)cn1
    -13	1
- CCN(CC(=O)Nc1ccc(NC(C)=O)cc1)C(=O)c1cccc(S(=O)(=O)N2CCCC2)c1
    5	-15
- Cc1nn(Cc2ccccc2)c(Cl)c1/C=C/C(=O)OC(C(=O)NC(N)=O)C(C)C (stereo not given)
    -11	12
- C=CCNC1=C(Cl)C(=O)N(c2cccc(Cl)c2Cl)C1=O
    1	5

# Among those listed so far, these have a COOH group.
# Sequence of screens: TAG inh DAPI viability	TAG inh
- Cc1nc(S/C(=C/c2ccc(OCc3ccc(C(=O)O)cc3)cc2)C(=O)O)n[nH]1
    -2	-1
- O=C(O)C1(P(=O)(c2ccc(Cl)cc2)c2ccc(Cl)cc2)CC1
    9	-14
- C=C(C)Cn1c(SCC(=O)N/N=C/c2ccccc2OCC(=O)O)nnc1-c1ccc(Br)cc1
    -3	7

# (further entries)
# Sequence of screens: TAG inh DAPI viability	TAG inh
- CCCCCCC[C@@H](C/C=C/CCC(=O)O)OC
    -1	5
- CC(=O)Nc1cccc(NC(=O)CSc2nc3ccccc3o2)c1
    -8	-3
- COC(=O)c1cc(C#N)c(Oc2ccc(OC)cc2)nc1C
    4	-21
- Cc1[nH]nc2c1C(c1cnn(C)c1)C(C#N)=C(N)O2 (stereo not given)
    -3	1
- O=[N+]([O-])c1cccc(-n2nnnc2CN2CCCCCC2)c1
    -2	-7
- COc1ccc(-n2c(SCC(=O)Nc3nccs3)nnc2-c2ccoc2C)cc1
    2	22
- CC(=O)Nc1c(C(=O)O)[nH]c2ccccc12
    4	-7
- CCCCc1ccc(-c2csc(/C(C#N)=C\c3ccco3)n2)cc1
    3	-9
- CC(=O)Oc1cccc(N2C(=O)C3C(C2=O)C2C=CC3C23CC3)c1 (stereo not given)
    -3	6
- COc1ccc2c(c1OC)C(=O)N(c1cccc(C)c1)C2=O
    -8	-2
- Cc1c(O)ccc(NS(=O)(=O)c2ccccc2)c1C
    10	1
- O=C1OCC2=C1C(c1ccc(F)cc1)CC(=O)N2c1ccc(F)cc1 (stereo not given)
    -4	-3
- CNCC(O)Cn1c2c(c3ccccc31)CCCC2 (stereo not given)
    1	13
- CCN(CC)S(=O)(=O)c1ccc(N2CCOCC2)c(NC(=O)C(C)Oc2ccc(F)cc2)c1 (stereo not given)
    7	46
- Fc1ccc(C2CCCN2Cc2nc(Cc3ccccc3)no2)cc1 (stereo not given)
    -2	-9
- O=C(NCCN1CCOC1=O)C1CCC(=O)N(CCc2ccc(Cl)cc2)C1 (stereo not given)
    0	-3
- COc1ccc(-c2cccc(NS(=O)(=O)c3cccc([N+](=O)[O-])c3)c2)nn1
    -4	-3
- CCOC(=O)c1ccc(NC(=O)CSc2nnc(COc3ccccc3OC)n2CC)cc1
    -2	8
- CC(C)(C)OC(=O)C[C@H]1C/C=C\C[C@@H](CC(=O)N[C@@H](CO)Cc2ccccc2)C(=O)N2CCC[C@@H]2COC1=O
    -5	-7
- N#CC(C(=O)NCCc1ccccc1)c1nc2ccccc2nc1N1CCCCC1 (stereo not given)
    4	-4
- COC(=O)C1CCN(C(=O)NC(C)(C)C)CC1
    19	-10
- O=C(NC(c1ccc(-c2ccccc2)cc1)c1cnccn1)C1CCN(CCN2C(=O)c3ccccc3C2=O)CC1 (stereo not given)
    0	-7
- C[C@@H]1Cn2cnc(C(=O)NCc3ccc(CNC(=O)OC(C)(C)C)cc3)c2C(=O)N1
    20	-34
- Cc1ccc(OCCC(=O)OCC(=O)Nc2ccc(C)c(S(=O)(=O)N3CCOCC3)c2)cc1
    -2	1
- O=C(Nc1cccc(S(=O)(=O)N2CCCC2)c1)c1cc(=O)[nH]c2ccccc12
    4	5
- Cc1cc(=O)[nH]c(SCC(=O)NC2CCCCCC2)n1
    2	-3
- CCn1c(SCC(=O)Nc2cc(C)on2)nnc1-c1c[nH]c2ccccc12
    -8	6
- CN(C)CCNC(=O)c1cccc(-c2cc(NC=O)c3ncc(-c4cccc(C(F)(F)F)c4)n3c2)c1
    -14	48
